# High-throughput results from PubChem BioAssay.
# OPRM1-OPRD1 ag – agonists of human mu-delta opioid receptor heterodimerization. P35372+P41143. cells, OPRM1-OPRD1 heterodimerization, luminescence. activation, % at 9.3 µM. 340,000 tested, 0.3% active. AID 504326; in the data active = activation above about 18%;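 note: 0% = vehicle-treated cells and 100% = reference agonist; values of inactives mirror those of a sister screen read the other way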
# PfHsp90 yeast 2 – inhibits growth of yeast expressing Plasmodium falciparum Hsp90; 310,000 tested, 0.32% active; inhibition, % at 9.4 µM; S. cerevisiae expressing PfHsp90, BacTiter-Glo ATP, 48 h; yeast lacking PDR1 and PDR3 efflux regulators; AID 504621;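 active = every replicate shows inhibition above about 80%, whatever the replicate mean, limit read from the data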;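 note: 0% = DMSO neutral controls and 100% = 20 µM radicicol positive controls; yeast relying on Plasmodium falciparum Hsp90 in place of its own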
# SUMO Mot1 rescue – SUMOylation pathway inhibition by Mot1-301 growth rescue; AID 2716; growth rescue, % at 18.8 µM; S. cerevisiae Mot1-301 growth rescue, ATP luminescence, 38.5C; percent above DMSO median, 100 means doubled; 320,000 tested, 1% active;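 active = every valid replicate shows activation above 250% relative to neutral control wells; inactive = the rest, any valid replicate at or below 250%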;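 note: OY570 slx delta 5 strain wells were the positive control but not used for scaling; some compounds called inactive have numbers as strong as hits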
# HTR5A inv ctr – counter-screen for OPRM1-OPRD1 inverse agonists: human HTR5A inverse agonism. P47898. HTR5A cell line, luminescence. inhibition, % at 9.3 µM. 340,000 tested, 0.083% active. AID 504634; in the data active = inhibition mostly above about 23%, no sharp cut-off; inactive = mostly below about 18%;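 note: 0% = cells with DMSO and 100% = no-cell wells with DMSO; some compounds called inactive have numbers as strong as hits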
# Target sequence (P47898 whole entry, looked up): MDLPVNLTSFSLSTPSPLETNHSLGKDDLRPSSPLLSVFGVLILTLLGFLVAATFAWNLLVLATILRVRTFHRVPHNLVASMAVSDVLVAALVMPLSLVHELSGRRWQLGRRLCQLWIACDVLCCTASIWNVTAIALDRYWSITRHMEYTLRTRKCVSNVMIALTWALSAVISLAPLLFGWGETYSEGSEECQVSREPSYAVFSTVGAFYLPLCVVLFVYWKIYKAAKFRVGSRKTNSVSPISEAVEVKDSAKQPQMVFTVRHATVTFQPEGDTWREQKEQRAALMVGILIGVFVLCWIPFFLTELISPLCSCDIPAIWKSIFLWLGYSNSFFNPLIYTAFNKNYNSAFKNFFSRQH
# OPRM1-OPRD1 inv – mu-delta opioid heterodimer inverse agonism | P35372+P41143 | cell-based MOR-DOR heterodimer luminescence | inhibition, % at 9.3 µM | 340,000 tested, 0.21% active | AID 504357; in the data active = inhibition above about 22%, passing the limit was not always enough;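 note: 0% = cells with DMSO and 100% = wells without cells with DMSO; values of inactives mirror those of a sister screen read the other way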
# DSG3 Ab inh – blocks pemphigus antibody binding to human desmoglein-3; P32926; DSG3-coupled beads, scFv-anti-DSG3-GFP binding, flow cytometry; active compounds read low; binding (percent of control), % at 10 µM; 310,000 tested, 0.48% active; AID 588358;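 active = binding more than 3 SD below its plate's average and above zero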;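 note: hits lower antibody fragment binding to DSG3; some compounds called inactive have numbers as strong as hits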
# PKA-R1A activ – PKA-R1A complex activation; PKA-R1A dissociation, Cy5-IP20 fluorescence polarization; scaled: DMSO 0%, 113 µM cGMP 100%; 340,000 tested, 0.083% active; activation, % at 11.4 µM; P00514+P68181; AID 504707;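 active = percent activation above the mean of all tested compounds plus 3 SD, cut at about 19% in these data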;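 note: higher means more PKAc released from R1A so a rise in polarization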
# HTR5A ag ctr – counter-screen for OPRM1-OPRD1 agonists: human HTR5A agonism; 340,000 tested, 0.61% active; HTR5A agonist assay, luminescence, cell-based; activation, % at 9.3 µM; in the data active = activation mostly above about 9.5%, no sharp cut-off; inactive = mostly below about 7.6%;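 note: 0% = cells with vehicle only and 100% = reference agonist; strong numbers were not always called active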
# Ecoli viability – counter-screen for AddAB inhibitors: E. coli growth inhibition | E. coli V3065 growth, OD600 absorbance, 18 h | 330,000 tested, 0.27% active | inhibition, % at 11.9 µM;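 active = inhibition above the campaign's mean inhibition across all tested compounds plus 3 SD, cut at about 9.9% in these data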;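 note: uninfected addAB+ strain grown without phage in ampicillin broth; 0% = DMSO wells and 100% = ciprofloxacin 0.95 µg/ml wells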
# phage Ecoli inh – E. coli growth loss with phage present | growth absorbance | inhibition, % at 11.9 µM | 360,000 tested, 0.26% active; in the data active = inhibition above about 11%
# AddAB inh – less growth of phage-infected E. coli with AddAB; 330,000 tested, 0.29% active; E. coli expressing H. pylori AddAB, absorbance growth; inhibition, % at 11.9 µM; in the data active = inhibition above about 12%;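 note: 0% = vehicle wells of infected cells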
# * hit, by the source's call; x = no result given. An unsorted share of the library. About 3.2% of those tested had a hit in this group.
SMILES,OPRM1-OPRD1 ag,PfHsp90 yeast 2,SUMO Mot1 rescue,HTR5A inv ctr,OPRM1-OPRD1 inv,DSG3 Ab inh,PKA-R1A activ,HTR5A ag ctr,Ecoli viability,phage Ecoli inh,AddAB inh
C=CCn1c(CCCNC(=O)C(C)(C)C)nc2ccccc21,-0.9,12.1,-13.3,-34.7,5.2,90.7,3.4,11.4,-0.7,1.4,-2.1
COc1ccccc1NC(=O)C(C)OC(=O)C1CCC(C(C)(C)C)CC1 (centres undefined),2.8,20.3,-5.7,4.2,-18.6,104.2,-7.6,-1.6,1.7,4.9,3.9
CNC(=S)N(CCc1cccc(C)c1)Cc1cc2cc(OC)c(OC)cc2[nH]c1=O,-1.1,14.7,-13.5,1.4,5.8,101.1,-2.0,-0.3,-1.0,1.3,1.3
O=C(O)/C=C/C(=O)NCC1CCC(CNC(=O)/C=C/C(=O)O)CC1 (centres undefined),x,x,8.0,x,x,92.0,x,x,0.2,2.1,-0.1
CC(=O)Nc1ccc(C(=O)COC(=O)c2ccco2)c(F)c1,-3.4,26.2,13.4,9.2,13.7,106.9,-15.8,-3.6,0.5,2.3,1.1
CC(=O)c1cccc(NC(=O)N2CCCC2C(=O)Nc2c(C)cccc2C)c1 (centres undefined),-0.9,8.7,13.8,8.1,5.8,64.1,4.0,-1.9,-2.4,1.6,1.5
O=C(OCC(=O)N1CCN(c2ccccc2)CC1)c1ccccn1,-1.0,10.6,158.0,-14.1,6.3,106.6,2.0,12.2,0.1,0.9,1.1
OC(CNCCC1C=Nc2ccccc21)Cn1c2ccc(Cl)cc2c2cc(Cl)ccc21 (centres undefined),11.4,105.3*,-75.6,-50.7,-61.2,129.0,-4.6,9.6,0.5,4.7,2.6
COCCNC(=O)C1CCC(Cn2c(=S)[nH]c3ccccc3c2=O)CC1 (centres undefined),-2.5,-8.6,-17.2,-16.7,13.2,103.8,-4.3,5.7,-0.3,1.5,3.3
S=c1[nH]nc(-c2cccnc2)o1,-0.5,x,-3.5,1.0,2.6,99.6,7.1,2.1,-3.3,1.5,-0.3
Cc1ccc(S(=O)(=O)Nc2ccc(NC(=O)c3cccs3)cc2)cc1,2.2,9.5,5.8,-12.7,-12.0,105.8,-7.3,2.7,0.1,1.9,2.7
CCOc1ccc(NC(=O)CSc2nnc(N)s2)c([N+](=O)[O-])c1,-0.6,-9.5,5.6,28.4,3.0,103.3,6.9,-0.6,0.7,5.9,0.8
COc1ccc(CCN2C(=O)C3C4CC(C5C(C(=O)NN)=NOC45)C3C2=O)cc1OC (centres undefined),-2.7,x,175.7,-5.9,12.5,95.3,-7.8,0.7,-0.6,2.4,5.1
Cc1cc(C)nc(Nc2ncc(O)n2-c2ccc(C)c(Cl)c2)n1,-0.5,-4.5,9.4,-11.9,2.5,105.5,3.2,3.4,1.9,0.6,0.1
Cc1cccc(-n2c(C)nc3cc(C(=O)NCc4ccc5c(c4)OCO5)ccc32)c1,-1.0,-19.3,-9.7,-4.9,6.1,101.0,-14.3,-1.3,-0.8,3.3,-0.9
Cc1ccccc1NS(=O)(=O)c1ccc(OCC(=O)NCC2CCCO2)cc1 (centres undefined),-0.8,4.7,9.3,-0.5,4.1,x,-13.3,0.9,3.0,2.8,3.2
O=[N+]([O-])c1nn(-c2ccccc2)[n+]([O-])c1N1CCN(c2ccccc2)CC1,-0.1,-17.6,-3.1,-3.8,0.5,94.5,-3.6,1.4,0.4,0.5,-0.3
COc1ccc(NC(=O)CCCC(=O)O)cc1Cl,-1.3,-12.4,-21.1,-10.9,6.7,101.3,-3.8,0.2,1.2,3.6,-0.7
Cc1occc1C(=O)Nc1ccc2c(c1)OCO2,1.3,8.4,-16.0,-10.4,-6.5,113.8,3.1,0.7,0.0,2.6,0.8
O=C(O)Cn1cnc2scc(-c3ccccc3)c2c1=O,-1.7,-6.3,-0.5,16.9,7.7,99.8,1.8,-4.6,-1.4,3.5,6.6
Cn1cccc1-c1cc(C(=O)N/N=C/c2ccc([N+](=O)[O-])cc2)[nH]n1,4.0,-24.3,35.7,23.4,-28.2,100.4,-2.8,-3.4,1.1,-1.3,3.4
CCC(=O)N/N=C(\C)CC(=O)Nc1ccc(F)cc1,0.0,-35.4,2.5,-39.5,0.0,101.1,7.2,-0.9,2.2,2.0,3.2
CN1CCN(C(=O)CCN2C(=O)/C(=C/c3ccccc3Cl)SC2=S)CC1,-0.1,9.9,378.3*,0.9,0.2,105.8,1.1,-0.3,-2.1,4.4,4.8
N#Cc1ccc(Oc2ccc(S(=O)(=O)N3CCCCC3)cn2)cc1,-1.8,-13.9,764.0*,8.4,10.1,116.0,-8.7,-3.4,2.2,x,2.0
Cc1oc(C(=O)Nc2ccc(C(=O)O)cc2)cc1COc1ccccc1,-2.9,x,x,-8.2,13.2,103.6,-7.8,3.6,0.4,1.4,2.1
Cc1ncc([N+](=O)[O-])n1Cc1ccc(Cl)cc1,-2.4,-2.5,125.4,-21.6,12.9,98.1,3.6,-2.4,-0.7,-0.8,-0.4
CC(C)N1C(=O)N(c2cccc(Cl)c2)C(C)(O)CC1(C)C (centres undefined),-0.8,-42.8,3.2,-20.4,4.4,94.3,1.2,5.2,-1.2,2.2,-0.3
Cc1occc1C(=O)N/N=C/c1ccc(-c2cccc([N+](=O)[O-])c2)o1,1.4,-20.7,-1.5,-5.0,-7.7,x,-8.0,1.4,1.1,3.0,-1.0
O=C(O)CCCN1C(=O)C2C3c4ccccc4C(c4ccccc43)[C@@H]2C1=O (some centres undefined),-3.7,5.8,35.3,-13.7,16.6,104.5,-13.0,3.6,-1.4,-1.7,-0.7
Cc1cc(=O)[nH]c(Nc2ccc(C(=O)OC(C)C)cc2)n1,1.4,1.8,5.9,4.9,-6.0,x,-10.1,-2.0,0.5,2.0,3.2

# An excerpt from above in order of their number in AddAB inh, lowest first:
Molecule	AddAB inh
Cc1occc1C(=O)N/N=C/c1ccc(-c2cccc([N+](=O)[O-])c2)o1	-1.0
O=C(O)CCCN1C(=O)C2C3c4ccccc4C(c4ccccc43)[C@@H]2C1=O (some centres undefined)	-0.7
Cc1ncc([N+](=O)[O-])n1Cc1ccc(Cl)cc1	-0.4
Cc1oc(C(=O)Nc2ccc(C(=O)O)cc2)cc1COc1ccccc1	2.1

# Other structures:
SMILES,OPRM1-OPRD1 ag,PfHsp90 yeast 2,SUMO Mot1 rescue,HTR5A inv ctr,OPRM1-OPRD1 inv,DSG3 Ab inh,PKA-R1A activ,HTR5A ag ctr,Ecoli viability,phage Ecoli inh,AddAB inh
Cc1ccc(-c2nnn(CC(=O)N(c3ccccc3F)C(CC(C)C)C(=O)NCC3CCCO3)n2)cc1 (centres undefined),0.1,12.8,10.1,4.0,-0.3,97.5,2.6,-7.4,-3.9,0.8,-2.4
CN1CCN(C(=O)C2=C[C@H](c3ccc4c(c3)OCO4)C[C@H](OCCCCO)O2)CC1,-0.9,-48.5,6.4,-28.7,5.3,104.7,1.3,10.7,-1.8,0.2,1.9
O=C(NCCC(c1ccccc1)c1ccccc1)c1cccs1,4.7,-63.3,-17.4,8.4,-32.0,101.5,-5.1,5.7,-0.6,2.8,3.6
O=C(Nc1ccc2c(c1)OCO2)c1cc2nc(C3CC3)cc(C(F)(F)F)n2n1,5.0,-24.3,x,-3.2,-26.8,93.2,2.9,2.2,x,x,x
Cc1ccsc1C(=O)OC(C)C(=O)Nc1ccc(Cl)cn1 (centres undefined),4.2,x,36.2,0.4,-21.9,93.8,-4.2,-0.1,2.0,2.1,0.2
O=C(c1ccco1)N1CCN(Cc2ccc(Br)cc2)CC1,-0.4,37.3,-9.2,-16.9,1.9,101.6,-4.4,4.4,-2.6,2.3,-1.0
O=C(Nc1cc2c3c(c1)CC(=O)N3CCC2)c1ccccc1Br,-0.9,-19.2,-4.7,16.4,5.8,103.4,-1.9,0.2,0.8,2.4,-0.4
Cc1cccnc1NC(=S)Nc1ccc(F)cc1F,-2.6,12.6,9.4,8.8,13.4,101.1,-6.1,4.5,2.0,1.7,0.1
CCSc1c([N+](=O)[O-])c(=O)n(-c2ccccc2)c2ccccc12,1.0,-20.5,25.6,-3.5,-5.1,94.0,-4.4,1.0,-0.7,-0.1,1.1
Cc1ccc(C)c(NS(=O)(=O)c2ccc(NC(=O)c3ccco3)cc2)c1,-0.1,-41.0,77.0,-28.7,0.4,96.4,7.9,1.0,1.2,0.6,3.9
CC(=O)Nc1ccc(NC(=O)c2ccccc2F)cc1,-1.6,x,-22.1,-3.7,8.4,96.4,-4.2,-2.5,-2.0,2.8,2.8
C=CCn1c(SCc2ccccc2)nnc1-c1cccnc1,-3.8,x,-3.4,-7.3,19.4,104.6,3.3,2.1,2.5,-1.8,2.2
O=C(NC1CCS(=O)(=O)C1)c1ccc(Br)o1 (centres undefined),-3.3,23.4,2.1,9.4,17.4,x,-2.4,0.8,3.2,1.7,2.8
O=C(CC1C(=O)NCCN1Cc1cccc(C(F)(F)F)c1)NCCc1cnccn1 (centres undefined),-1.6,1.0,-14.9,3.3,8.1,104.0,-13.1,-0.5,0.2,-2.9,0.1
COc1ccc(/C=C/C(=O)NC2CCCCCCC2)cc1S(=O)(=O)N1CCOCC1,0.9,-10.6,-1.5,-23.3,-4.6,101.9,-4.1,5.9,-0.7,3.1,3.6
COc1cc(C(=O)NCC(=O)N/N=C/c2cccc(OC(=O)c3ccco3)c2)cc(OC)c1OC,-2.0,3.4,3.2,18.1,13.7,102.3,-0.2,-2.8,-1.6,2.7,-2.1
CCOC(=O)CCCNC(=O)COC(=O)c1ccc(O)cc1,-0.7,16.0,3.0,-24.0,3.9,72.1,-6.4,3.0,-0.3,1.9,1.0
O=C(Nc1ccc(F)cc1)c1sc(Cl)nc1-c1ccccc1,1.7,-35.0,2.6,3.6,-10.8,101.4,4.7,0.4,-1.3,1.3,1.3
COc1ccc(CCNC(=O)CSCc2n[nH]c(=O)[nH]2)cc1OC,-3.2,6.3,-1.6,4.5,17.4,x,-13.2,-1.5,0.1,3.7,1.6
CC(C)(O)C#Cc1ncc(C(F)(F)F)cc1Cl,-3.3,-32.1,-5.3,23.8,15.7,103.2,6.4,-1.9,0.9,1.5,2.4
COc1ccc(-c2c(NC(=O)c3ccco3)oc3ccccc3c2=O)cc1,-1.1,-35.1,13.6,4.0,5.5,106.2,-7.7,-2.6,-0.5,0.4,-0.2

# Quoted at random: 3 records from the list.
SMILES,OPRM1-OPRD1 ag,PfHsp90 yeast 2,SUMO Mot1 rescue,HTR5A inv ctr,OPRM1-OPRD1 inv,DSG3 Ab inh,PKA-R1A activ,HTR5A ag ctr,Ecoli viability,phage Ecoli inh,AddAB inh
C=CCn1c(SCc2ccccc2)nnc1-c1cccnc1,-3.8,x,-3.4,-7.3,19.4,104.6,3.3,2.1,2.5,-1.8,2.2
O=C(CC1C(=O)NCCN1Cc1cccc(C(F)(F)F)c1)NCCc1cnccn1 (centres undefined),-1.6,1.0,-14.9,3.3,8.1,104.0,-13.1,-0.5,0.2,-2.9,0.1
CC(=O)Nc1ccc(NC(=O)c2ccccc2F)cc1,-1.6,x,-22.1,-3.7,8.4,96.4,-4.2,-2.5,-2.0,2.8,2.8
